Source: PubChem (several laboratories)
PP1 inh: counter-screen for PP5 inhibitors: inhibitors of human PP1-alpha | inhibition, % at 6.7 µM | 320,000 tested, 0.9% active | P62136 | purified PP1alpha, OMFP fluorescence;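 active means inhibition above the mean inhibition of all tested compounds plus 3 SD, computed separately for each screening campaign, cut at about 15% in these data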
procasp7 counter: counter-screen for procaspase-3 activators: activators of human procaspase-7 | 330,000 tested, 0.093% active | recombinant procaspase-7, Ac-DEVD-pNA absorbance 405 nm; D23A/D198A/D206A triple mutant, cannot self-cleave; scale: DMSO 0, 5 µM enzyme 100 | P55210 | activation, % at 8.5 µM;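 active means percent activation above the screen-wide mean plus 3 SD, cut at about 25% in these data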
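Assay system: Uncleavable procaspase-7 mutant enzyme / Input: 2 µM procaspase-7 mutant as dispensed / Dosing: single nominal 8.5 µM compound dose, 0.8% DMSO final / Timing: 1 h enzyme–compound preincubation and 2 h substrate reaction, both 25 °C / Detection: p-Nitroaniline absorbance at 405 nm, read at 0 and 120 min / Replication: singlicate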
PP5 inh: inhibitors of human protein phosphatase 5 (PP5); inhibition, % at 6.7 µM; 320,000 tested, 0.18% active; P53041; purified PP5c, OMFP substrate fluorescence;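 active means inhibition above the campaign's mean inhibition across all tested compounds plus 3 SD, cut at about 9.5% in these data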;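 further: 0% = DMSO only and 100% = 100 µM cantharidin control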
procasp3 activ: activators of human procaspase-3; 330,000 tested, 0.11% active; AID 463141; P42574; recombinant procaspase-3 D3A, Ac-DEVD-pNA absorbance 405 nm; activation, % at 8.5 µM;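 active means activation above the mean of all tested compounds plus 3 SD, cut at about 21% in these data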;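 further: 0% = DMSO alone and 100% = DMSO wells spiked with extra 5 µM PC-3 D3A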
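Assay system: Autoprocessing-dead procaspase-3 D3A mutant enzyme; also added: Ac-DEVD-pNA; doses: one concentration, 8.5 µM nominal, 0.8% DMSO; times: 1 h compound preincubation, 2 h substrate hydrolysis at 25 °C; technique: 405 nm absorbance of p-nitroaniline, reads at 0 and 120 min; measure: % activation between DMSO and enzyme-spiked controls; repeats: single replicate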
Fh CTSL1 inh: cathepsin L1 inhibition, PFM18AAP counter-screen; recombinant F. hepatica cathepsin L1, Z-Leu-Arg-MCA fluorescence; inhibition, % at 5.96 µM; AID 1906; 300,000 tested, 0.49% active;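 active means inhibition above the mean of all tested compounds plus 3 SD, set per screening campaign, cut at about 17% in these data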;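 further: 0% = plate median of test compound wells and 100% = 1 µM Z-Phe-Ala-diazomethylketone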
GRK2 aptamer HTS: inhibitors of human GRK2 displacing RNA aptamer; P25098; bead flow cytometry, FAM-aptamer displacement from GRK2; inhibition of aptamer binding, % at 10 µM; 330,000 tested, 0.59% active; AID 488847;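 active means inhibition of aptamer binding above 40%, roughly 3 SD of noise, on plates passing a quality check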;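 further: median bead fluorescence of bound FAM aptamer so fluorescent compounds give negative values; no value below 0 was filed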
HCV core dimer: HCV core protein dimerization inhibition; inhibition, % at 5 µM; TR-FRET GST/Flag-core106 dimerization, 1536-well; 300,000 tested, 0.33% active;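 active means inhibition above the mean of all tested compounds plus 3 SD, set per screening campaign, cut at about 45% in these data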
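System: GST/Flag-tagged HCV core106 proteins. Incubation: compound-protein-antibody incubation 4 h at 22.5 °C. Technique: HTRF with 340 nm excitation, 617/671 nm emission. Medium: KF-containing HEPES buffer, pH 7.45, DTT, CHAPS, BSA. Read-out: inhibition (%) from 671 over 617 nm ratio. Also added: Eu(K)-anti-GST 90 ng/mL plus XL665-anti-Flag 1 µg/mL.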
GASC-1 inh: inhibitors of human GASC-1 (JMJD2C) demethylase; Q9H3R0; GST-JMJD2C(1-420) H3K9me3 demethylation, DELFIA europium; inhibition, % at 2.35 µM; 330,000 tested, 0.069% active; AID 2099;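 active means more than half of a compound's replicate wells show inhibition beyond 50%, single wells judged on their own value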;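 further: signal counts dimethyl H3K9 product captured on neutravidin plate; 0% = median of DMSO wells and 100% = 0.3 times that DMSO median; strong numbers were not always called active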
VLA-4 inh: inhibition in a human VLA-4 binding assay. VLA-4 expressing cells, ligand binding flow cytometry. inhibition, % (about 7 µM as worked out from the volumes in the protocol). 330,000 tested, 0.2% active; in the data active means inhibition above about 50%
Target sequence (P13612 whole entry, looked up): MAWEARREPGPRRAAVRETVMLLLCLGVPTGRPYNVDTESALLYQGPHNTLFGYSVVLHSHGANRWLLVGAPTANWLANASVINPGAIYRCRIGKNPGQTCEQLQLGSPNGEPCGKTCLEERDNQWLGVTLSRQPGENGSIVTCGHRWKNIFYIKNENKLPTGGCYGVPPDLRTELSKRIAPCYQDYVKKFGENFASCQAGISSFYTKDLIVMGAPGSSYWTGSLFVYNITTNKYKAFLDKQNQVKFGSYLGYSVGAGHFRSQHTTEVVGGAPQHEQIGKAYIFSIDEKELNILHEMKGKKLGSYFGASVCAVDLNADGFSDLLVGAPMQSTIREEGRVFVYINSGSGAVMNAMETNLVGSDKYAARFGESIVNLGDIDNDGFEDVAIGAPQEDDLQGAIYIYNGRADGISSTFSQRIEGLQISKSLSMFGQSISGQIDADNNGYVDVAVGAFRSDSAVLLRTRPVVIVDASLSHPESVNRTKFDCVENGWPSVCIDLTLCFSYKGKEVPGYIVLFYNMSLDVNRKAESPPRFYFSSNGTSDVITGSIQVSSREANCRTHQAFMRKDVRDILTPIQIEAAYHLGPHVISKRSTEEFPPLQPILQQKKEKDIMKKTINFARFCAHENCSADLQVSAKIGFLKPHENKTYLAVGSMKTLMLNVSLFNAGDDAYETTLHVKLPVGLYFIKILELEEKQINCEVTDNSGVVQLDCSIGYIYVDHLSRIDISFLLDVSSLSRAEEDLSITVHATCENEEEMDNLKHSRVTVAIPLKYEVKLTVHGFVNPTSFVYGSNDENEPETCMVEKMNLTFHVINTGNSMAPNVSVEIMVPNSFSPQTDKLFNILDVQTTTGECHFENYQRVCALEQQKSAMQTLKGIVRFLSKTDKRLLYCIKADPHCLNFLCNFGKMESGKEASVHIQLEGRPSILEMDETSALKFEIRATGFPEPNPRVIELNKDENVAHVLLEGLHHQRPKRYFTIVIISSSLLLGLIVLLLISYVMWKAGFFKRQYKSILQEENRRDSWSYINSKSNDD
* marks the source's active call; other numbers are inactive results; i = inactive; . = not tested or not shown.

SMILES	PP1 inh	procasp7 counter	PP5 inh	procasp3 activ	Fh CTSL1 inh	GRK2 aptamer HTS	HCV core dimer	GASC-1 inh	VLA-4 inh
CC1(C)CC(=O)C2=C(C1)N(c1ccc(F)cc1)C(=O)NC2(C(F)(F)F)C(F)(F)F	-2	0	4.1	-1	-3	1	-1	-3	1
CC1CC1C(=O)Nc1nc(-c2ccccn2)cs1 (stereo not given)	6	-13	4.5	-12	-1	2	-6	13	2
O=C(COc1ccccc1)N1CCN(c2ncccn2)CC1	-2	5	-1.4	5	-4	10	0	36	15
Cc1nn(C)cc1CN1CCC(CO)(CCOc2ccccc2)CC1	-1	0	-0.8	6	-5	1	-6	2	-3
O=C1c2oc3ccccc3c(=O)c2C(c2cccc(Br)c2)N1Cc1ccco1 (stereo not given)	5	0	1.8	-6	2	1	11	9	-1
NS(=O)(=O)c1cccc(NS(=O)(=O)c2ccc3ccccc3c2)c1	-1	2	1.1	-9	4	0	6	11	31
COc1ccc(N(C(=O)c2snc(C(N)=O)c2N)C(C(=O)NC2CCCC2)c2cc(OC)ccc2OC)c(OC)c1 (stereo not given)	-4	7	0.2	-2	5	0	8	2	2
Cc1ccc(S(=O)(=O)N/N=C2\C(=O)C3(C)CCC2C3(C)C)cc1 (stereo not given)	0	-1	-1.0	-6	1	5	-4	10	12
COC(=O)NNC(=O)c1ccc(C)c(Br)c1	-2	-6	-0.5	3	-4	80*	0	-7	-2
O=C(COC(=O)c1ccc2c(c1)OCO2)NC1CCS(=O)(=O)C1 (stereo not given)	-3	5	2.0	-1	-3	2	1	-7	19
CCC(C)C(NC(=O)C1CCC(=O)N1C(=O)OCc1ccccc1)C(=O)NC(Cc1ccccc1)C(N)=O (stereo not given)	1	-8	2.1	2	8	0	12	6	2
O=c1c(N=Nc2ccc(O)cc2)c(-c2ccccc2)[nH]n1-c1ccc([N+](=O)[O-])cc1	-5	5	-0.5	6	-1	0	5	-1	-195

Marked active in GRK2 aptamer HTS (from the list above):
compound | PP5 inh | procasp3 activ | GRK2 aptamer HTS | HCV core dimer | GASC-1 inh | VLA-4 inh
COC(=O)NNC(=O)c1ccc(C)c(Br)c1 | -0.5 | 3 | 80* | 0 | -7 | -2

(listing goes on)
SMILES	PP1 inh	procasp7 counter	PP5 inh	procasp3 activ	Fh CTSL1 inh	GRK2 aptamer HTS	HCV core dimer	GASC-1 inh	VLA-4 inh
COc1cc(OC)nc(Oc2ccccc2C(=O)Oc2cccc(C)c2)n1	-1	-6	1.4	-4	2	0	4	-9	12
COCCCn1c(O)c(/C=C2\N=C(C#N)C(=Nc3ccc(C)cc3)O2)sc1=S	-3	-16	1.6	0	0	6	5	-10	i
S=C(NCc1ccco1)N1CCN(c2ccc(Cl)cc2)CC1	3	-16	2.6	-7	0	3	-5	-4	-3
COc1nc(-c2ccccc2)ccc1-c1noc(-c2ccco2)n1	-1	-8	-0.5	1	-2	5	3	19	-25
O=C(NCCCN1CCOCC1)c1cccs1	1	1	0.7	1	-3	0	2	-10	0
O=C(Nc1ccc(-c2cscn2)cc1)C1CCCN(Cc2ccccc2)C1 (stereo not given)	4	0	-2.7	-1	-4	0	-4	-4	-4
Cc1ccc(-n2ccc(=O)c(C(=O)Nc3ccc(S(=O)(=O)N4CCOCC4)cc3)n2)cc1	-3	-8	-2.3	-2	-2	0	-16	4	-6
O=C(NC1CCCC1)C(c1ccccc1)N(C(=O)c1csnn1)c1ccccc1F (stereo not given)	-1	11	5.4	2	-2	2	-1	-4	2
CN(CC(=O)Nc1ccc(F)c(F)c1F)C(=O)Cn1cnc2c1c(=O)n(C)c(=O)n2C	-2	2	1.5	1	.	1	.	-4	10
O=C(COc1ccccc1[N+](=O)[O-])OC1CCS(=O)(=O)C1 (stereo not given)	-1	-11	2.2	-9	-2	2	-1	-4	8
CC(C)NS(=O)(=O)c1ccc(OCC(=O)N2CCc3ccccc3C2)cc1	-2	4	3.3	2	-1	0	3	0	6
O=C(Nc1cccc(S(=O)(=O)NC2=NCCC2)c1)C1CCC1	-1	4	1.3	2	-1	3	-7	7	-6
CC1CCOC(c2coc3ccccc3c2=O)O1 (stereo not given)	-1	7	-4.3	0	0	2	0	6	-2
CCOC(=O)N1CCN(Cc2nc3cc(NC(=O)CC)ccc3n2C)CC1	-3	4	-0.2	1	0	1	1	-2	-6
NC(=NC(=O)c1ccc(OCC(F)(F)F)nc1)c1ccccc1	3	9	4.7	-3	-6	0	13	-4	-18
CCOC(=O)C1CCN(S(=O)(=O)c2ccc3[nH]c(=O)c(=O)[nH]c3c2)CC1	-5	7	0.4	0	2	1	1	-2	2
CCOC(=O)N1CCN(CC(=O)Nc2ccccc2C(=O)Nc2ccccc2)CC1	-3	3	3.6	9	.	2	.	-3	5
CCCCc1ccc(NC(=O)CSc2nc(=O)n(CCN3CCOCC3)c3c2CCC3)cc1	-5	2	5.2	-6	-3	0	3	-9	11
O=C(NCc1cccs1)C(=O)NCC1OCCCN1S(=O)(=O)c1ccc(F)cc1 (stereo not given)	-2	-3	-0.2	2	1	0	1	-5	-8
CN(C)C(CNC(=O)/C=C/c1cccc(Cl)c1)c1ccccc1 (stereo not given)	0	9	0.3	0	0	2	-1	-32	4
O=C(CCl)N1CCN2C(=O)c3ccccc3C12c1ccc(Cl)cc1 (stereo not given)	-1	7	2.4	5	7	4	7	6	12
Cc1ccc(CNC(=O)c2ccc(NC3=NC4CS(=O)(=O)CC4S3)cc2)cc1 (stereo not given)	0	7	3.1	2	-2	0	0	30	6
COc1ccc(C)cc1-n1nnnc1SCc1nc2ccccc2s1	3	-1	4.9	-1	3	0	9	-17	2
Cc1cc(C)cc(NC(=O)C2CCCN2S(=O)(=O)c2cccc3cccnc23)c1 (stereo not given)	-4	3	2.2	1	4	1	-4	-1	-7
Cc1ccc(-n2cccc2/C=C2/C(=N)N3C(=NC2=O)SN=C3S(C)(=O)=O)cc1	2	-10	2.0	-3	0	4	57*	9	0
O=S(=O)(Nc1nc2ccccc2nc1-[n+]1cccc(N=C([O-])c2ccccc2Cl)c1)c1ccccc1	1	2	0.8	-2	0	0	11	5	-121
NS(=O)(=O)c1ccc(O)c(NC(=O)c2ccc([N+](=O)[O-])cc2)c1	-2	-1	1.1	-8	0	0	-7	-9	11
CCCCN(CC)S(=O)(=O)N1CCC(C(=O)NCc2ccc(F)cc2)CC1	0	3	1.8	-5	2	1	1	-7	11
CCOc1ccc(NCc2nc3ccccc3n2CCOc2ccccc2)cc1	6	0	2.3	-6	3	4	0	-5	27
O=c1c2ccccc2c2ccccc2c(=O)n1Cc1cccnc1	0	-4	-0.6	1	4	3	-1	-9	0
CC1(C)Cc2nc3nc(SCC(=O)Nc4ccccc4)nc(N)c3cc2CO1	-1	6	2.0	5	3	1	3	-15	7
NC(=O)c1ccc(NC(=O)CCc2nc3sc4c(c3c(=O)[nH]2)CCCC4)cc1	2	-1	-1.4	-3	-3	0	4	3	1
O=C(COC(=O)c1ccccc1SCC(=O)N1CCCC1)NCc1ccccc1	-3	-7	-0.1	3	-2	0	-5	-12	1
COc1ccccc1/C=N/N1CCN(Cc2ccccc2Cl)CC1	-1	-9	-2.3	-10	3	0	-9	5	4
COc1ccccc1N1CCN(S(=O)(=O)c2c(C)ccc3nsnc23)CC1	-2	-5	-1.5	10	2	0	2	18	-10
CCN(Cc1ccc(C#CCCO)cc1)CC1CCCN(CCc2cccc(F)c2)C1 (stereo not given)	2	3	2.5	-12	-3	2	-6	10	7
NC(=O)c1ccccc1-c1nc(-c2ccccc2)no1	1	-7	-6.5	-3	11	0	1	-6	-5
CC(C)CN1CC(=O)N2C(c3ccccc3)c3[nH]c4ccccc4c3C[C@H]2C1=O (stereo not given in full)	-1	-3	3.0	-4	1	2	2	0	-100
Cc1nn(-c2ccccc2)c(C)c1NC(=O)COC(=O)C1CC(=O)N(CCc2ccccc2)C1 (stereo not given)	-1	1	0.3	2	-18	1	0	-3	-6
CC(C)OP(=O)(OC(C)C)C(NC(=O)c1ccccc1Br)C(N)=O (stereo not given)	-2	-3	-0.3	-4	6	0	-6	6	-1
Cc1cccc(N2C(=O)C(O)=C(C(=O)c3cccs3)C2c2cccc(Oc3ccccc3)c2)n1 (stereo not given)	25*	-31	-0.1	-46	1	3	32	-3	-8
COc1cc2c(cc1OC)CN(CC(=O)Nc1ccc(S(=O)(=O)N3CCCC3)cc1)CC2	-7	-17	-1.9	-3	3	0	-1	3	5
CC(C)Cn1c2c(c(O)c(C(=O)Nn3c(Cc4ccccc4)nc4ccccc4c3=O)c1=O)CCCC2	-5	3	1.5	6	-2	0	17	11	-2
COc1oc(-c2ccc(Cl)cc2)nc1C(F)(F)F	5	11	1.2	9	-2	1	-8	0	3
Cc1cc(C)cc(OC(C)C(=O)Nc2ccccc2C(=O)NCc2cccnc2)c1 (stereo not given)	2	-5	3.0	1	-2	0	-2	6	-3
C/C(=N\Nc1nc2ccccc2s1)c1ccc(Br)s1	3	5	5.0	1	4	2	1	3	22
CN(Cc1ccc(CNC[C@H]2O[C@@H](n3cnc4c(N)ncnc43)[C@H](O)[C@@H]2O)o1)S(C)(=O)=O	.	-1	.	2	.	11	.	22	15
Cc1cc(=O)oc2cc(OCC(=O)OCC(=O)Nc3ccccc3Br)ccc12	-3	8	1.0	4	-8	0	4	-5	-1
Cc1[nH]n(-c2ccccc2)c(=O)c1C=Nc1cccc2cccnc12	16*	-11	1.6	3	-3	0	-13	2	-19
COc1cc(OC)c(C(=O)NCC(c2cccs2)N(C)C)cc1OC (stereo not given)	-6	4	0.2	1	2	1	-5	-5	5
COc1ccccc1C(=O)COC(=O)/C(=C/c1ccccc1)NC(C)=O	-4	8	2.2	1	-5	3	4	76	2
CCCCSc1ccc(NC(=O)c2cccnc2)cc1	-2	3	1.6	0	2	0	-4	3	-9
O=C(Nc1ccc(F)cc1F)c1cccnc1	7	-5	-5.2	-8	1	0	7	1	0
CCC(C)NCCOCCOc1ccc(Br)cc1 (stereo not given)	-3	-13	-0.1	-4	0	0	-1	-11	5
COc1cc(C2SC(C)C(=O)N2CCc2ccccc2)cc(OC)c1OC (stereo not given)	2	-2	-0.3	-3	0	0	3	0	4
C/C(=N\NC(=O)C1CC1)c1ccc(Cl)cc1	1	-2	0.1	-2	2	1	-8	9	4
